# Screens: PubChem, National Center for Advancing Translational Sciences (NCATS)
# Vif-APOBEC3F blk: blocks the Vif interaction with APOBEC3F | HeLa A3F-eYFP + Vif (tagged APOBEC3F with the HIV-1 protein that degrades it), YFP fluorescence increase | Potency, µM (top dose mostly 46.1 µM), without a hit: top-dose activity, negative = active | 390,000 compounds, 0.2% hits | AID 602313; also: % of control where 0% means no effect; nearly all actives have a fitted effect of over 65% in size
#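 HeLa cells stably expressing A3F-eYFP plus Vif, plated and incubated overnight at 37 deg C, then exposed to compounds overnight at 37 deg C. Blocked degradation read as raised yellow fluorescence (Ex 488/Em 500-530).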
# mIDH1 inhibitor: human IDH1 R132H inhibition. Potency, µM (doses to about 76.6 µM), for the others: at the highest dose activity change, negative = inhibition, hits mostly inhibitors. AID 602179. O75874. IDH1-R132H enzyme, NADPH consumption, diaphorase/resazurin fluorescence. 390,000 compounds, 0.093% hits; also: % is scaled to controls: 0 for no effect and ±100 for the full control effect; nearly all actives have a fitted effect of over 65% in size
# Target sequence (O75874 whole entry R132H, stated change not applied): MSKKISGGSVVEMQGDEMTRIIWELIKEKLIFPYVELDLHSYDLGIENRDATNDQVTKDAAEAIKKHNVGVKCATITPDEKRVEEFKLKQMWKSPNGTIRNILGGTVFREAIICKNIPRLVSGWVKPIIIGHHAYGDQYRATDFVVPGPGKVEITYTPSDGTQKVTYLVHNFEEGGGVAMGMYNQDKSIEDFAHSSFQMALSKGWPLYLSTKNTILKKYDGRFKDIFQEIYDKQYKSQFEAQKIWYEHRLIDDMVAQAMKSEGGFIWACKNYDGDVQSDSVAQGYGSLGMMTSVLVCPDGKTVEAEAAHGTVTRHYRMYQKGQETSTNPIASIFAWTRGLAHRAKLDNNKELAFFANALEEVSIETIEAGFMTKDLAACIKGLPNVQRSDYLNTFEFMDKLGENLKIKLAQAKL
#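 IDH1-R132H (0.5 ug/mL dispensed) in pH 7.5 Tris buffer was preincubated 30 min with compound, then given a substrate mix of 0.016 mM NADPH and 2 mM alpha-KG for 80 min at room temperature; remaining NADPH was read by diaphorase/resazurin fluorescence.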
# USP1-UAF1 inh: inhibitors of human USP1/UAF1 deubiquitinase; Potency, µM (doses to about 57.1 µM), for inactives: top-dose activity change, negative = inhibition, most hits filed as inhibitors; recombinant USP1/UAF1, Ub-Rhodamine cleavage fluorescence; 390,000 compounds, 0.23% hits; also: % is scaled to controls: 0 for no effect and ±100 for the full control effect; nearly all actives have a fitted effect of over 60% in size; inactives centre near -12
#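 High-throughput fluorogenic screen: 1nM USP1/UAF1 complex, Ub-Rho substrate 150nM final, 50mM HEPES pH 7.8 with 0.5mM EDTA, 0.1 mg/ml BSA, 1mM TCEP and 0.01% Tween-20.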
# Vif-A3G inh: inhibitors of Vif-APOBEC3G interaction | Q9HC16 | HeLa A3G-eYFP + Vif (tagged APOBEC3G with the HIV-1 protein that degrades it), YFP fluorescence, overnight | Potency, µM (titrated, usually from 46.1 µM), without a hit: at the top dose activity, negative = active, hits mostly inhibitors | 410,000 compounds, 0.076% hits | AID 602310;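 also: % is scaled to controls: 0 for no effect and ±100 for the full control effect; nearly all actives have a fitted effect of over 60% in size; hits raise eYFP signal because A3G escapes Vif-driven loss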
# Target sequence (Q9HC16 whole entry, looked up): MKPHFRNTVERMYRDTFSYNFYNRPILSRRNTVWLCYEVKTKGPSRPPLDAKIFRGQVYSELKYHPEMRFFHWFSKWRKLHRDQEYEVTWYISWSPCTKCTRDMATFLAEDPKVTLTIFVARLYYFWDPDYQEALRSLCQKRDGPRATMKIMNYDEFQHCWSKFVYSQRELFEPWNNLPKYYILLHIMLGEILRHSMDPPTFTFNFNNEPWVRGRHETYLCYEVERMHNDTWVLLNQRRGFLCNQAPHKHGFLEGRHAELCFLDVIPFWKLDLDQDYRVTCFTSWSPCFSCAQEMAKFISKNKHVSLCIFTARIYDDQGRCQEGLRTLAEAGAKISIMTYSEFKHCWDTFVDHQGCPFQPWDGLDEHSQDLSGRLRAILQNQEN
#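 HeLa cells stably expressing Vif and C-terminally eYFP-tagged A3G, seeded overnight at 37 deg C, then exposed to compound by pintool overnight at 37 deg C. Rise in yellow fluorescence (Ex 488/Em 500-530, Acumen) marks blocked Vif-driven A3G degradation.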
# ALOX12 inh: blocks human arachidonate 12S-lipoxygenase | P18054 | purified 12hLO, xylenol orange hydroperoxide absorbance | Potency, µM (top dose mostly 108 µM), for inactives: at the top dose activity change, negative = inhibition, most hits filed as inhibitors | 580,000 compounds, 1.1% hits | AID 1671190; also: % is scaled to controls: 0 for no effect and ±100 for the full control effect
#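 Purified human 12hLO (150 nM final) in 25 mM Hepes, 0.01% Triton X-100, pH 7.0 was preincubated 15 min at room temperature with compound. Then 40 uM arachidonic acid was added, 30 min. Hydroperoxide was read by Fe-XO absorbance ratio 573/405 nm.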
# TrxR1 substrate: substrates of rat thioredoxin reductase 1. purified TrxR1 substrate turnover, NADPH consumption readout. 390,000 compounds, 0.01% hits. Potency, µM (top dose mostly 114 µM), without a hit: top-dose activity change, negative = substrate turnover. O89049; also: % is scaled to controls: 0 for no effect and ±100 for the full control effect; nearly all actives have a fitted effect of over 50% in size
#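 Rat TrxR1, dispensed at 90 nM, was prereduced with 400 uM NADPH (final) for 5 min at ~22 deg C, then incubated with compound 15 min before 400 uM selenite. A first-read NADPH fluorescence drop versus no-compound background flagged substrates.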
# RGS4 inh: human RGS4 inhibition | Transcreener GDP fluorescence polarization, RGS4-accelerated GTP hydrolysis | P49798 | Potency, µM (top dose mostly 114 µM), without a hit: top-dose activity change, negative = inhibition, usual class: inhibitors | 390,000 compounds, 0.039% hits; also: % is scaled to controls: 0 for no effect and ±100 for the full control effect; nearly all actives have a fitted effect of over 75% in size; some results filed as inactive show a strong effect at the top dose
# Target sequence (P49798 whole entry, looked up): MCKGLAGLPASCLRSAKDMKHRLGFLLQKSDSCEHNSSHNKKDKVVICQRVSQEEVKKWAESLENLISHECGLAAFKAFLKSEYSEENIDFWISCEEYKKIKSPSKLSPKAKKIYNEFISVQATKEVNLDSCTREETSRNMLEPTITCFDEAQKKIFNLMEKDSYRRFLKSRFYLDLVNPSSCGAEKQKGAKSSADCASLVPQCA
#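 MLSMR compounds (23 nl, pin-transferred) preincubated 10 min at room temperature with a 500nM (2x) first reagent, then RGS4 at 900nM (2x) plus Transcreener GDP mix added; fluorescence polarization (620/688 nm) read before and after 90 min at 30 °C.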
# rTrxR1 inhibitor: inhibitors of rat thioredoxin reductase 1; O89049; recombinant rTrxR1, NADPH fluorescence consumption, selenite substrate; Potency, µM (titrated, usually from 114 µM), for the others: at the highest dose activity change, negative = inhibition, usual class: inhibitors; 390,000 compounds, 1% hits; also: % is scaled to controls: 0 for no effect and ±100 for the full control effect; nearly all actives have a fitted effect of over 65% in size
#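 Rat TrxR1 (90 nM in the dispensed reagent) was pre-reduced with 400 uM NADPH for 5 min at room temperature, then incubated with compound for 15 min. After 400 uM selenite was added, NADPH fluorescence (Ex 340/Em 450 nm) was followed for 8 min.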
# RXFP1 ag: activates the human relaxin receptor RXFP1; HEK293T-RXFP1 cAMP TR-FRET, 30 min; response scale: percent of porcine relaxin response, buffer zero; Potency, µM (titrated, usually from 57.5 µM), without a hit: at the top dose activation, most hits filed as activators; 370,000 compounds, 0.3% hits; Q9HBX9; AID 2676; also: % is scaled to controls: 0 for no effect and ±100 for the full control effect; nearly all actives have a fitted effect of over 60% in size; many of its hits are not listed in these tables
#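 Agonist response is measured as cAMP accumulation in an RXFP1-transfected HEK293T line under PDE4 inhibition. Values are scaled between buffer-only and 29 nM porcine relaxin, and EC50s come from standard Hill equation fits.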
# * = called active by the depositor; ? = inconclusive; · = not tested or not shown; [ ] = dose if it differs, or a comment. Calls follow the shape of the dose curve; as a rule, active = well fitted curve in the direction sought with a large enough effect; inconclusive = small, poorly fitted or top-dose-only effect, or another doubt; inactive = no such curve, though single readings can be large; an effect the other way counts as inactive or inconclusive. Potency is read from the fitted curve at half-maximal effect.
Structure	Vif-APOBEC3F blk	mIDH1 inhibitor	USP1-UAF1 inh	Vif-A3G inh	ALOX12 inh	TrxR1 substrate	RGS4 inh	rTrxR1 inhibitor	RXFP1 ag
C/C(=N/Nc1ccc(C(=O)O)cc1)c1ccc2c(c1)Nc1ccccc1S2	-2%	-5%	-5%	-19%	28µM*	-6%	-14%	-16%	·
CCc1nnc(NS(=O)(=O)c2ccc(N/C=C\C(=O)c3ccc(C)cc3)cc2)s1	1%	3%	-5%	1%	?	18%[57.1 µM]	-35%	1%[57.1 µM]	0.2%
O=C(CO/N=C/c1ccccc1OC(F)F)NC1CCCCC1	4%	4%	-20%	-2%	7%	-6%	7%	8%	0.8%
Cc1c(NC(=O)c2cc(-n3cnnc3)ccc2Cl)cccc1-c1nc2ccccc2o1	?	0%	-23%	-3%	49%[activator]	3%	-50%	14%	-1.4%
CC1CCCN(C(=O)c2ccc(-c3ccccc3Cl)o2)C1 (stereo not drawn)	-7%	-5%	-11%	-4%	-8%	2%[57.1 µM]	-24%	-14%[57.1 µM]	2.0%
O=C(CCCOc1ccc(Cl)cc1Cl)Nc1ccc(O)cc1C(=O)O	-5%	-17%	-13%	0%	-8%	27%	-24%	5%	-1.5%
COc1ccccc1CN1C[C@@H]2C[C@@H](C3=Cc4cc(Cl)ccc4OC3)N3CCC[C@@]23C1=O	1%	11%	-24%	4%	?	0%	13%	-6%	-2.3%
O=S(=O)(NCc1ccccc1)c1cccc2nonc12	-8%	1%	5%	2%	-4%	-2%	4%	-4%	1.3%
O=C(COc1coc(CN2CCN(c3cccc(Cl)c3)CC2)cc1=O)NC1CCCC1	3%	-1%	-10%	0%	-15%	3%	9%	11%	-0.8%
N#C/C(=C/c1cc(Cl)c(O)c(Cl)c1)C(=O)N1CCCCC1	3%	9%	-13%	0%	-30%	-2%[57.1 µM]	-10%	-11%[57.1 µM]	0.2%
COC(=O)C1CCN(C(=O)Nc2ccc(OC)cc2)CC1	-2%	7%	-4%	3%	0%	0%	-26%	-1%	2.5%
O=C(C1CC(=O)N(c2ccc3c(c2)OCCO3)C1)N1CCN(c2cccc(C(F)(F)F)c2)CC1 (stereo not drawn)	-14%	-3%	-14%	?	-3%	-2%	0%	13%	-0.5%

# The closing 2 compounds of the part above are carried over, then new ones follow:
Structure	Vif-APOBEC3F blk	mIDH1 inhibitor	USP1-UAF1 inh	Vif-A3G inh	ALOX12 inh	TrxR1 substrate	RGS4 inh	rTrxR1 inhibitor	RXFP1 ag
COC(=O)C1CCN(C(=O)Nc2ccc(OC)cc2)CC1	-2%	7%	-4%	3%	0%	0%	-26%	-1%	2.5%
O=C(C1CC(=O)N(c2ccc3c(c2)OCCO3)C1)N1CCN(c2cccc(C(F)(F)F)c2)CC1 (stereo not drawn)	-14%	-3%	-14%	?	-3%	-2%	0%	13%	-0.5%
CCCc1cc(=O)[nH]c(SCC(=O)N2CCCC2=O)n1	3%	-2%	-4%	4%	-1%	2%[57.1 µM]	2%	3%[57.1 µM]	-1.6%
COc1ccc(C(CCN2CCOCC2)c2c(OC)cc(OC)c3ccc(=O)oc23)cc1 (stereo not drawn)	0%	2%	-19%	5%	-13%	2%	7%	10%	·
Cc1cccc(COC(=O)C(Cc2ccccc2)NC(N)=O)c1 (stereo not drawn)	0%	0%	-21%	-5%	-25%	1%	18%	?	2.8%
O=C(Nc1ccccc1C(F)(F)F)N1CCN(c2ccc3nncn3n2)CC1	-2%	7%	-5%	1%	19%	5%	-17%	3%	2.3%
Cc1sc2ncnc(N3CCC(C(=O)NNC(=O)COc4ccccc4Cl)CC3)c2c1C	0%	0%	1%	0%	-3%	-3%	6%	-1%	-0.2%
CC(=O)N1CCc2c(sc3c2c(=O)n(CCc2ccccc2)c(=O)n3Cc2ccc(F)cc2)C1	-2%	-11%	?	-3%	0%	-10%	5%	11%	-1.1%
COC(=O)c1nc(-c2ccc(C)cc2)oc1N(C)C	4%	13%	-7%	1%	7%	173%[activator]	2%	48%[activator]	-0.3%
CCOC(=O)c1cnn(CCOC(=O)c2ccc(F)cc2)c1NC(=O)c1ccc(F)cc1	1%	3%	-2%	-5%	-16%	6%[57.1 µM]	5%	1%[57.1 µM]	-0.4%
CCOC(=O)c1nc2sc3c(c2c(=O)[nH]1)CCC(C)C3 (stereo not drawn)	-10%	-4%	-12%	-1%	16%	89%[activator]	-3%[11.4 µM]	51%	-2.8%
COc1ccccc1-c1nnc(C2CCN(S(=O)(=O)c3ccccc3)CC2)o1	3%	8%	-27%	-3%	3%	3%	-39%	1%	1.5%
COC(=O)c1ccccc1NC(=O)CCCn1nc(C)c2sc3ccccc3c2c1=O	0%	5%	-10%	0%	-16%	55%[activator]	9%	170%[activator]	12%
Cc1cc(C)c(Cn2c(C)c(CNCc3ccccc3C)c(C(=O)O)c2C)c(C)c1	2%	9%	-6%	2%	-10%	2%	-7%	-2%	-1.9%
COc1ccc(C(=O)NC(=S)Nc2ccc3[nH]c(=O)[nH]c3c2)cc1	-17%	3%	-15%	-2%	-17%	7%	-29%	-14%	-0.7%
O=C(O)c1cccc(NC(=O)c2ccc(Cl)c(S(=O)(=O)N3CCCCCC3)c2)c1	1%	3%	0%	-2%	-5%	-4%	19%	-5%	2.3%
C/C(=N/OC(=O)c1ccc(Cl)cc1Cl)c1oc(C)nc1C	10%	4%	0%	2%	0%	2%[57.1 µM]	6%	6%[57.1 µM]	0.6%
CS(=O)(=O)NCC(c1cccnc1)N1CCN(c2ccccc2F)CC1 (stereo not drawn)	-2%	-8%	-14%	2%	-1%	-1%	-19%	23%	0.7%
CC(C)(C)OC(=O)NNC(=O)NC12CC3CC(CC(C3)C1)C2	-5%	2%	1%	0%	-23%	-4%	34%	25%	-0.4%
CCC(OC(=O)c1ccco1)C(=O)NCc1ccco1 (stereo not drawn)	5%	2%	-8%	2%	0%	3%[57.1 µM]	23%	6%[57.1 µM]	-1.1%
Oc1c(CN2CCOCC2)cc(CN2CCOCC2)c(O)c1CN1CCOCC1	-2%	17%	1%	3%	0%	4%[2.29 µM]	?	?	·
CCC(C)(C(=O)NC1CCCC1)N(C(=O)c1ccccn1)c1ccc(C)cc1 (stereo not drawn)	-11%	-1%	1%	0%	?	-14%	26%	-14%	-0.8%
COc1ccc(OC)c(NC(=O)CN2c3cccc4cccc(c34)S2(=O)=O)c1	-12%	-1%	-8%	-4%	-7%	24%	-15%	9%	·
CCN(CC(=O)Nc1ccc2c(c1)OCO2)Cc1nc2ccccc2c(=O)[nH]1	-4%	-2%	-2%	2%	0%	7%[57.1 µM]	14%	-16%[57.1 µM]	1.6%
Oc1cccc(NC(=S)N=Nc2c(O)[nH]c3ccccc23)c1	?	3%	-19%	0%	?	-7%	-7%	-16%	0.1%
COC(=O)c1cc(Br)c(=O)n(CC(C)C)c1	·	13%	0%	1%	3%	-5%	17%	-7%	4.9%
O=c1oc2ccc3ccccc3c2cc1-c1nc2c(s1)CCc1ccccc1-2	·	·	·	2%	·	-2%	-19%	?	·
CC1CCN(S(=O)(=O)c2ccc3c(c2)N(CC(=O)NCCCOC(C)C)C(=O)CS3)CC1	-2%	-6%	-27%	-2%	3%	-1%	26%	5%	1.1%
Cc1cc(NC(=O)Cn2nc(C(=O)O)c3ccccc3c2=O)c([N+](=O)[O-])cc1C	18%	3%	-19%	-1%	-12%	0%	7%	10%	-1.3%
Cc1cc(C(=O)COc2ccccc2[N+](=O)[O-])c(C)n1C1CC1	-9%	0%	-18%	4%	-17%	2%	-14%	-22%	-1.5%
CC(=O)N(c1ccccc1)c1nc(/C=C/C(=O)Nc2c(C)cc(C)cc2C)cs1	-9%	3%	-16%	-4%	20%	-1%	-23%	-7%	0.5%
CN(C)C(=O)C1CCC(=O)N1Cc1cccs1 (stereo not drawn)	-7%	-1%	-22%	1%	1%	2%	-28%[56.9 µM]	18%	0.1%
Cc1cc(=O)[nH]c2nnc(SCC(N)=O)n12	5%	7%	-22%	-2%	-15%	-4%[57.1 µM]	-3%	3%[57.1 µM]	0.1%
Cc1ccccc1OCCC(=O)OCC(=O)NC(=O)c1ccccc1	0%	0%	-12%	1%	-20%	5%	3%	4%	0.3%
COCCNC(=O)c1cc(-c2ccccc2)n(Cc2cc(C)no2)n1	1%	-7%	-1%	-4%	-1%	4%	21%	19%	1.7%
CSc1ccc(/C=C/C(=O)Nc2ccccc2)cc1	-16%	4%	-15%	0%	40%[activator]	-2%[57.1 µM]	-5%	5%[57.1 µM]	-0.3%
CCOC(=O)c1cnc2cc(C(F)(F)F)ccc2c1N1CCN(c2cccc(Cl)c2)CC1	-10%	35%[activator]	-6%	2%	-21%	-1%	-31%	24%	0.0%
O=C(Nc1cc(Cl)ccc1-n1cncn1)c1cn2ccccc2n1	9%	0%	-4%	1%	25%	-9%[57.1 µM]	7%	6%	1.1%

# An excerpt; count on the stated rates, not on these rows.
